# Source: PubChem (several laboratories)
# LRH-1 inv ag – suppresses constitutive activity of human LRH-1; hit rate 0.13% among 360,000; HEK293T StAR-luciferase reporter, LRH-1 transfected, 24 h; O00482; inhibition, % at 3.6 µM;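 active = inhibition above the mean inhibition of all tested compounds plus 3 SD, cut at about 73% in these data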;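 note: 0% = DMSO wells and 100% = reporter-only cells lacking LRH-1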
# Vif inh – inhibitors of HIV Vif | hit rate 0.35% among 340,000 | inhibition, % at 7.49 µM | HEK293T cells, Vif self-association by quenched fluorescence, imaging, 24 h; in the data active = inhibition above about 50%, passing the limit was not always enough; inconclusive = no clear call, values can overlap the other calls; inactive = below about 31%; note: some results filed as inactive read as strong as hits
# TROY NFkB inh – inhibitors of TROY-dependent NF-kB signaling; Q293 LMP1-TROYcd NF-kB luciferase reporter, 4 h; inhibition, % at 10 µM; hit rate 0.98% among 360,000; AID 1347056;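 active = compounds whose plate-normalised and pattern-corrected inhibition of the luciferase reporter signal at the single screening dose is 50% or more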
# C8 TRAIL sens – sensitizes caspase-8 expressing cells to TRAIL; AID 624354; inhibition (viability loss, TRAIL sensitization), % at 10 µM; hit rate 1% among 360,000; NB7+C8 cells + TRAIL, ATPlite viability luminescence;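 active = compounds causing at least 50% loss of cell viability in the single-dose screen, relative to plate controls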
# NOD2-RIPK2 inh – blocks binding of human NOD2 to RIPK2; O43353; CHO BLA complementation NOD2-RIPK2, CCF4 ratio; inhibition, % at 4.98 µM; hit rate 0.38% among 360,000; AID 624267; in the data active = inhibition above about 21%;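 note: 0% = vehicle only and 100% = reference blocker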
# Target sequence (O43353 whole entry, looked up): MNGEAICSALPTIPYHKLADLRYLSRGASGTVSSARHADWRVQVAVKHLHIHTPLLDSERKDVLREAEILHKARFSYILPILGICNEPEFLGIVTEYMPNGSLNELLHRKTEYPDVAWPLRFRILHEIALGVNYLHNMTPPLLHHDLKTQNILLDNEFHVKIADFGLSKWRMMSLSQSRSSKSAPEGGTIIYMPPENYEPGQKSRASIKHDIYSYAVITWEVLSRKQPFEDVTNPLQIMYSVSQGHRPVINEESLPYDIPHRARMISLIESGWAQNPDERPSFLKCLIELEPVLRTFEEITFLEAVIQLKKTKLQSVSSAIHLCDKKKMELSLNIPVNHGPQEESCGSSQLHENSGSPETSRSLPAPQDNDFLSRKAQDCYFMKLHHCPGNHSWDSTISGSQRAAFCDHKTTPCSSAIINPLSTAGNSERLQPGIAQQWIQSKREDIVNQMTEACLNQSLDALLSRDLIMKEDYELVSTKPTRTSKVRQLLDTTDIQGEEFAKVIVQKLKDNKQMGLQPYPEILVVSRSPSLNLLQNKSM
# NCOA2 inhibitor – human SRC2 (NCOA2) inhibition; HEK293 GAL4-SRC2 luciferase reporter, luminescence; inhibition, % at 9 µM; hit rate 0.17% among 370,000; AID 651957;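 active = inhibition above the mean inhibition of all tested compounds plus 3 SD, set per campaign, cut at about 52% in these data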;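 note: 0% = DMSO treated cells and 100% = cells given Gossypol at 36 µM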
# LMP1 NFkB inh – reduces LMP1-driven NF-kappaB luciferase signal | LMP1-induced NF-kappaB luciferase reporter cells, luminescence | hit rate 0.69% among 350,000 | inhibition, % at 12.5 µM | AID 504558; in the data active = inhibition above about 41%; inconclusive = no clear call, values can overlap the other calls;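 note: 0% = neutral control wells and 100% = reference inhibitor control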
# NCOA1 inh – inhibits human SRC1 coactivator; inhibition, % at 3.6 µM; hit rate 0.12% among 360,000; Q15788; HEK293 GAL4-SRC1 luciferase reporter, luminescence;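 active = inhibition above the campaign mean plus 3 SD, with each screening campaign given its own cutoff, cut at about 60% in these data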;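 note: 0% = DMSO treated cells and 100% = gossypol at 36 µM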
# COUP-TFII inh – NR2F2 (human) inhibition, primary screen | HEK293T NGFI-A luciferase reporter, luminescence | hit rate 0.7% among 370,000 | AID 686940 | inhibition, % at 8.6 µM;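 active = inhibition above a per-plate cutoff, mean inhibition of test wells between control levels plus 3 SD, cut at about 38% in these data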;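 note: cells cotransfected with COUP-TFII expression vector driving the NGFI-A reporter; 0% = median of COUP-TF2 test wells and 100% = reporter-only cells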
# Target sequence (P24468 whole entry, looked up): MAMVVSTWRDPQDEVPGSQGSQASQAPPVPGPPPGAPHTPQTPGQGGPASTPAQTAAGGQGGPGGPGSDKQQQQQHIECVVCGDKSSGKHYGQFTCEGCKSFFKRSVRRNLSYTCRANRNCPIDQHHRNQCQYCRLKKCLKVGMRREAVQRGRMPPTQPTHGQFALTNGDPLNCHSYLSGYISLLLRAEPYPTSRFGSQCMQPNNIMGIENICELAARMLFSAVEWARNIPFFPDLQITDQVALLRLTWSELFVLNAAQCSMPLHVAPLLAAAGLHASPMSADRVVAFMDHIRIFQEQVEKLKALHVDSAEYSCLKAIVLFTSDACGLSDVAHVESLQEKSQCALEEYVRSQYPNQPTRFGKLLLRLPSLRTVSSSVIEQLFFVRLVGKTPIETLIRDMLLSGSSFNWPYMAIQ
# NCOA3 inh – inhibitors of human steroid receptor coactivator 3 (SRC3) | HEK293 GAL4-SRC3 luciferase reporter, luminescence | inhibition, % at 3.6 µM | AID 588352 | hit rate 0.17% among 360,000;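 active = inhibition above a per-campaign cutoff, the mean of all compounds plus 3 SD, cut at about 60% in these data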;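 note: 0% = DMSO-treated cells and 100% = gossypol-treated cells at 36 µM; higher means less SRC3-driven luciferase light from the GAL4 reporter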
# TLR9-MyD88 inh – TLR9-MyD88 interaction inhibition; Q9NR96+Q99836; CHO BLA complementation TLR9-MyD88, CCF4 FRET ratio; inhibition, % at 4.98 µM; hit rate 0.21% among 340,000;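 active = inhibition above the mean over all tested compounds plus 3 SD, cut at about 21% in these data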;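 note: 0% = DMSO only wells and 100% = clavulanate BLA inhibitor control wells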
# Numbers without * were called inactive; ? = inconclusive; . = not tested or not shown; & = joins results of further samples. Some of the compounds tested; rates above refer to the full screens.
SMILES,LRH-1 inv ag,Vif inh,TROY NFkB inh,C8 TRAIL sens,NOD2-RIPK2 inh,NCOA2 inhibitor,LMP1 NFkB inh,NCOA1 inh,COUP-TFII inh,NCOA3 inh,TLR9-MyD88 inh
COc1ccc(CCNC(=O)c2cc3ccccc3oc2=O)cc1,3,3,-18,-4,-3,-34,-2,-18,-29,-22,-7
O=C(O)CCC(=O)OCc1c(-c2ccccc2)ncc2ccccc12,13,-14,-14,6,-14,9,5,10,-4,12,-11
CCCCC(=O)/C=C/n1c(=S)oc2ccccc21,-73,12,42,13,-10,-27,-23,-49,-15,-52,-4
O=C1c2ccccc2C(O)N1c1ccc(Cl)cc1 (centres undefined),-38,15,-34,-6,-9,-18,-21,-47,-37,-26,2
CCOc1cc(N2CCOCC2)c(OCC)cc1NC(=O)Cn1cnnn1,17,5,-2,-10,4,-30,-1,-5,-12,-12,-2
Cc1ccc2c(c1)N(C(=O)CCC(=O)NC1CCCCCC1)CCO2,-12,-7,7,-3,-4,-11,-1,5,9,8,-10
Cc1ccc2nc3c(cc(C(=O)NC4CCCCC4)c(=N)n3C3CCCCC3)c(=O)n2c1,1,-10,-5,6,-18,-31,14,-12,1,-17,-17
CCOC(=O)C(=COC(=O)c1ccccc1)NC(=O)Cc1ccccc1,-21,7,-10,7,3,-8,-2,2,-2,-9,6
COc1cccc(-n2c(C)c3c(OC)cccc(=O)c3c2C)c1,-8,7,-4,-7,-2,-8,1,-1,19,-6,15
Cc1ccc(S(=O)(=O)N(CCCO)Cc2cc3c(C)ccc(C)c3[nH]c2=O)cc1,-5,-11,-20,8,1,0,3,11,-5,24,8
ClCc1nc2ccccc2n1Cc1ccccc1,-3,-5,-6,31,2,24,16,11,3,25,0
O=C(CCn1nnc2ccccc2c1=O)NCC1CCC(C(=O)O)CC1 (centres undefined),4,-3,4,1,-2,-20,-4,-10,8,7,4
Cc1ccc(-n2nnnc2SCC(=O)c2cc(C)n(-c3cc(C)on3)c2C)c(C)c1,-1,-3,3,9,-7,11,-14,10,7,8,-3
Cn1c(C(=O)Nc2ccc3c(c2)OCCO3)cc2sccc21,-150,-4,-9,56*,-10,-59,-39,-113,-26,-67,1
CC1=C(C(=O)OC(C)C)C(c2ccco2)NC(=O)N1 (centres undefined),-27,11,36,-10,-19,-7,7,-9,4,8,5
CC(NC(=O)CCc1c[nH]c2ccccc12)c1ccccc1 (centres undefined),16,-1,-5,1,-4,-11,3,-28,7,-3,-1
CCOc1ccc(Nc2nc(Cc3nnc(SCC(=O)N(CC)CC)n3C)cs2)cc1,5,-8,3,-8,-3,-6,-21,18,-2,2,-7
CCOc1c(C#N)c(C#N)c2nc(C)cc(C)n12,1,.,-39,-12,0,-7,-14,-9,18,14,5
CC(=O)Oc1c(C(=O)c2nnc(C)o2)c(=O)n(C)c2ccccc12,11,23,15,-5,-9,-8,-5,15,10,1,-6
CCOC(=O)c1ccccc1NC(=O)c1ccc2nc[nH]c2c1,27,-3,15,0,-16,-21,-1,19,6,16,6
O=C(OCC(=O)N1CCN(C(=O)c2ccco2)CC1)c1sc2cc(F)ccc2c1Cl,17,-5,-6,-14,-3,-33,0,9,-2,13,-7
COc1ccc(NC(=O)CCCCCN2C(=O)CCC2=O)cc1Cl,-6,6,-14,-7,-6,-2,-6,1,4,-9,-10
Cc1cc(C)nc(-n2ncc3c2CC(c2cccc(Cl)c2)CC3=O)n1 (centres undefined),-5,-1,12,19,-8,13,-5,-8,-12,19,-4
O=C(Nc1nccs1)C1CCN(S(=O)(=O)c2cccnc2)CC1,-8,.,9,3,-10,4,2,-8,21,-8,-2
COC(=O)c1ccc(-c2nc3cc(N)ccc3o2)cc1,29,-6,-26,56*,5,42,13,-40,41*,-13,9
O=C(CCc1ccccc1)N1CCN(CCO)CC1,-3,3,-2,9,-9,-4,-2,-5,5,8,3
CS(=O)(=O)N1CCN(c2ccccc2NC(=S)NC(=O)c2ccco2)CC1,-10,3,11,2,-5,-16,-3,13,-14,19,-2
CCOC1=C2CN(S(=O)(=O)c3ccc(C)cc3)[C@H](c3ccccc3)C[C@@H]2N(S(=O)(=O)c2ccc(C)cc2)[C@H](c2cccc(C)c2)C1,-8,.,11,-12,-2,-5,.,1,13,32,.
Cc1ccccc1CC(=O)Nc1ccc2c(c1)c(=O)n(C)n2-c1cccs1,-19,-13,-8,12,-8,-35,.,0,-9,-31,.
C=CCn1c(C(C)n2c(-c3cnccn3)nc3ccccc32)nc2ccccc21 (centres undefined),12,.,.,-6,-5,-36,.,.,15,.,.
CC1=NN(c2ccccc2)C(=O)/C1=C\c1cn(CCC#N)nc1-c1ccc(Cl)cc1,-1,19,11,-10,2,-14,-10,-75,10,2,0
O=C(NCc1ccccc1C(F)(F)F)C1CC(O)CN1C(=O)Nc1ccccc1 (centres undefined),-2,-7,-11,5,9,-22,-7,11,-2,4,7
Cc1ccc(NC(=S)N(CCN(C)C)C(C)c2cccnc2)c(C)c1 (centres undefined),10,-2,-8,-8,4,7,6,9,5,8,8
COc1ccc(COc2cccc(C=O)c2)cc1,-134,-2,-34,19,2,-16,-3,-126,-27,-118,-5
O=S(=O)(NCCN1CCCC1)c1ccc(Cl)cc1,0,7,13,8,3,0,3,-20,-1,24,0
CCOC(=O)C(=CNc1ncccc1C)C(=O)OCC,24,5,-16,-14,-7,-15,8,3,17,14,2
COc1ccccc1-c1nnc(SC(C)C(=O)Nc2ccc(C(N)=O)cc2)o1 (centres undefined),-4,3,0,22,-1,6,1,-5,7,2,-7
CC(/C=C\c1cccnc1)=C/C(=O)O,14&4,4&0,14&-55,21&-7,10&-7,11&2,-3&6,-7&-2,-1&0,-8&-15,-3&-5
O=C(Cc1cc(=O)[nH][nH]1)N/N=C/c1c(Cl)cccc1Cl,5&2,9&-1,-11&1,-2&-7,-2&8,-47&-1,-5&-3,6&-47,-1&8,10&12,1&10
Cc1cc(=O)n2cccc(O)c2n1,0,1,1,-1,0,11,2,-39,11,11,3

# Random excerpt: two compounds from above.
SMILES,LRH-1 inv ag,Vif inh,TROY NFkB inh,C8 TRAIL sens,NOD2-RIPK2 inh,NCOA2 inhibitor,LMP1 NFkB inh,NCOA1 inh,COUP-TFII inh,NCOA3 inh,TLR9-MyD88 inh
C=CCn1c(C(C)n2c(-c3cnccn3)nc3ccccc32)nc2ccccc21 (centres undefined),12,.,.,-6,-5,-36,.,.,15,.,.
CCOC1=C2CN(S(=O)(=O)c3ccc(C)cc3)[C@H](c3ccccc3)C[C@@H]2N(S(=O)(=O)c2ccc(C)cc2)[C@H](c2cccc(C)c2)C1,-8,.,11,-12,-2,-5,.,1,13,32,.

# Other entries:
SMILES,LRH-1 inv ag,Vif inh,TROY NFkB inh,C8 TRAIL sens,NOD2-RIPK2 inh,NCOA2 inhibitor,LMP1 NFkB inh,NCOA1 inh,COUP-TFII inh,NCOA3 inh,TLR9-MyD88 inh
Cc1cc(C)c2c(c1)OC(=O)CC2c1ccc2c(c1)OCO2 (centres undefined),6,2,0,-12,9,3,19,-1,11,-6,-1
CCc1nc2ccc(C(=O)NCc3ccccc3OC)cn2c1N(CC)Cc1cccc(Br)c1,-3,-6,19,21,1,7,.,6,4,7,.
COC(=O)c1ccc(NC(=O)CN(C)S(=O)(=O)c2ccc(OC)c(C)c2)cc1,-26,-1,-5,-8,3,8,1,-1,7,0,8
O=C(NCCN1CCOCC1)c1csc2c1CCCC2,4,6,-8,15,-8,-9,1,-11,-2,8,5
CC1=C(C(=O)N2CCCCCC2)CC(CC(=O)NCCc2ccccn2)C(=O)N1CCCN1CCCC1=O (centres undefined),-17,.,-20,-21,-8,-33,.,.,-1,.,.
Cc1c(C)c2cc(Cl)c(OCc3nn[nH]n3)cc2oc1=O,-17,-4,10,-16,9,-29,0,6,3,10,12
CCCCCc1c(C)nc(N2CCN(Cc3ccc4c(c3)OCO4)CC2)[nH]c1=O,23,6,-4,14,-7,-1,7,-32,-14,0,10
Cc1ccc(-n2ncc(N(C)C)c(Cl)c2=O)cc1,-151,11,22,22,7,-71,12,-140,-64,-80,-12
Cc1nnc(N2C(=O)C(=O)/C(=C(/O)c3ccc4c(c3)OCCO4)C2c2ccc(F)cc2)s1 (centres undefined),-27,2,-38,0,-15,2,-2,-25,-13,-33,-7
Cc1nc(NCc2ccccc2)sc1C(=O)Nc1ccccc1,-41,2,-72,-4,1,-65,-18,-30,-34,-42,14
CCOC(=O)C(C)Sc1ccc2nnc(-c3ccc(F)cc3)n2n1 (centres undefined),9,2,-18,-11,0,-5,-5,19,1,-2,-2
O=C(COC(=O)C1CCC1)Nc1ccc(Cl)cn1,3,2,-12,-9,-9,2,3,-6,-4,-2,-1
O=C(c1ccc(Cl)cc1)c1ccc(OCC(O)CN2CCCCC2)cc1 (centres undefined),6,5,14,15,-3,14,-23,-8,9,-10,5
O=C(/C=C/c1ccco1)NC(=S)Nc1ccc(Cl)cn1,-17,29,-10,-16,-3,-37,-12,-18,4,-22,-12
C=CCOc1ccc(CN(C)Cc2nc3cc(C(F)(F)F)ccc3c(=O)[nH]2)cc1,-6,-8,9,-4,-6,19,-4,-4,10,1,-1
COc1ccc(-n2c(SCC#N)nc3ccccc3c2=O)cc1,17,-10,7,0,13,0,7,8,9,2,7
OC1Cc2ccccc2C1Nc1cccc(C(F)(F)F)c1 (centres undefined),6,5,6,5,8,10,10,4,13,15,4
Cc1cc(C)cc(OCC(=O)OCC(=O)N(C)CC(=O)Nc2ccc(F)cc2)c1,-7,7,1,2,-1,11,-9,1,14,11,2
Cc1cc(C)c(NS(=O)(=O)c2ccc3c(c2)NC(=O)C(C)C(=O)N3)c(C)c1 (centres undefined),-3,0,-3,-2,-9,8,7,5,13,4,-5
CC(=O)Nc1ccc(S(=O)(=O)N(C)CC(=O)NCCOc2ccccc2)cc1,12,12,-1,-10,2,-1,5,-8,-4,20,-1
Cn1c(=O)c2c(nc(Br)n2C/C=N/NC(N)=S)n(C)c1=O,19,-4,-5,0,-3,2,.,-11,-2,16,.
CC(=O)Nc1cccc(NC(=O)C2CCCN2C(=O)Nc2cccc(F)c2)c1 (centres undefined),22,5,17,-18,5,-1,10,5,1,10,-2
c1ccc(CN2CCN(c3nc(N4CCOCC4)c4ccccc4n3)CC2)cc1,-3,-3,4,-18,1,-23,1,6,6,12,-1
CC[C@H](CO)Nc1nc(Nc2cccc(Cl)c2)c2ncn(C(C)C)c2n1,43,10,61*,38,21,10,-14,12,4,49,7
Oc1c(N=NC(=S)Nc2ccccc2F)c2ccccc2n1Cc1ccccc1Cl,12,16,17,18,1,-23,?,-13,11,-14,-4
COc1cc(Br)c(/C=C/c2ccc3cccc(O)c3n2)cc1OC,-10,-15,8,17,-1,-58,8,-1,0,-15,8
COc1ccnc(N=CNOCc2cccc(C(F)(F)F)c2)c1C#N,-6,3,-23,15,-2,-14,-5,-1,-21,-1,-8
O=C1CSC(c2ccccn2)N1c1ccc(Br)cc1 (centres undefined),9,1,11,-5,6,-22,-2,6,-2,-2,1
Nc1ccc(CSc2ccc(Cl)cc2)cc1,-3,-1,-50,0,-14,2,-1,-22,-13,16,-6
O=C(C1=C[C@@H](c2coc3ccccc3c2=O)C[C@@H](OCCCCO)O1)N1CCN(Cc2ccccc2)CC1,-6,-5,-10,-4,0,-22,2,8,11,-15,-4
